Screens (PubChem BioAssay)
CHO-K1 Ca antag: M1 antagonist counterscreen hit in parental CHO-K1 cells; AID 602250; hit rate 0.6% among 360,000; inhibition, % at 3 µM; ATP-induced calcium, Fluo-8 fluorescence;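 active means inhibition above a per-plate cutoff, the plate's mean sample inhibition plus 3 SD, cut at about 24% in these data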;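 further: 0% = DMSO plus EC80 ATP and 100% = DMSO alone without ATP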
CHRM1 agonist: agonists of human M1 muscarinic receptor. P11229. CHO-K1 hM1, Fluo-8 calcium fluorescence, agonist mode; 0% DMSO, 100% acetylcholine EC100. activation, % at 3 µM. hit rate 0.33% among 360,000. AID 588814;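 active means activation above the run's mean compound activation plus 3 SD, cut at about 16% in these data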;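 further: peak over basal fluorescence ratio within a 140 s kinetic read after compound addition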
Target sequence (P11229 whole entry, looked up): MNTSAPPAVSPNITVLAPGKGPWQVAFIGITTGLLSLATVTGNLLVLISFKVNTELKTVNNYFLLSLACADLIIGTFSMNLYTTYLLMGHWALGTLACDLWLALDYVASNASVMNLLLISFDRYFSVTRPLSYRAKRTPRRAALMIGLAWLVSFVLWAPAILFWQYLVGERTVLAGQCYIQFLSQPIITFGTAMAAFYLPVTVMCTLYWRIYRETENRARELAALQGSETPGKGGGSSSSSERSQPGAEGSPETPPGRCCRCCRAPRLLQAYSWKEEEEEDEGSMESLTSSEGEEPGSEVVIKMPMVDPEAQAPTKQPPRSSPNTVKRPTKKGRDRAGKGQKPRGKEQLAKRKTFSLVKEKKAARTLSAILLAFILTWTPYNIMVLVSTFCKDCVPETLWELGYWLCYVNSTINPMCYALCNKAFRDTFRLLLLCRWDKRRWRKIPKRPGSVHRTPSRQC
M4 antag: CHRM4 antagonism in calcium assay; P08173; CHO-hM4 cells, ACh EC80, Fluo-8 calcium fluorescence; inhibition, % at 3 µM; hit rate 0.73% among 360,000;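 active means inhibition above its plate's cutoff, the mean inhibition of sample wells plus 3 SD, cut at about 27% in these data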;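 further: 0% = acetylcholine EC80 with DMSO and 100% = DMSO without agonist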
Target sequence (P08173 whole entry, looked up): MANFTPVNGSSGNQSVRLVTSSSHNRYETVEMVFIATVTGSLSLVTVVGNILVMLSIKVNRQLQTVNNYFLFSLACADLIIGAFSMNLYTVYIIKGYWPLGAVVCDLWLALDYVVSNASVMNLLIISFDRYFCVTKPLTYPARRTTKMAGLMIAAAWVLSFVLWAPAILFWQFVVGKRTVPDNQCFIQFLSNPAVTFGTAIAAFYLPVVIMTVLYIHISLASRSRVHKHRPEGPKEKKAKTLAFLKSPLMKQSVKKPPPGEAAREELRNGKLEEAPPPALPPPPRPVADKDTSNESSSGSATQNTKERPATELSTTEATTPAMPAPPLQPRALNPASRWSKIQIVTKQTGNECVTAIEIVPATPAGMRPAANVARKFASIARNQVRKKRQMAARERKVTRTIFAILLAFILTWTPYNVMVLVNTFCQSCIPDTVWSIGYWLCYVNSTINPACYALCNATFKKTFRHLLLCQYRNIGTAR
M4 ag: agonists of human muscarinic M4 receptor (CHRM4); CHO-K1 hM4/Gqi5, Fluo-8 calcium fluorescence; vehicle 0%, full acetylcholine response 100%; hit rate 0.14% among 360,000; AID 624127; activation, % at 3 µM; P08173;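 active means activation above the run mean over all test wells plus 3 SD, cut at about 32% in these data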;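 further: peak over basal fluorescence ratio per well then scaled between controls; 0% = DMSO wells and 100% = acetylcholine at EC100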
CHRM1 PAM: potentiates human M1 receptor response to acetylcholine | CHO-K1 hM1, Fluo-8 calcium fluorescence, ACh EC20; 0% = ACh EC20, 100% = maximal ACh | activation, % at 3 µM | hit rate 0.088% among 360,000 | AID 588819; in the data active means activation above about 19%, passing the limit was not always enough
CHO parental Ca: signal in parental CHO cells, OX1R antagonist counter-screen | parental CHO-K1, ATP-induced calcium, Fluo-8 fluorescence | inhibition, % at 5.6 µM | hit rate 0.63% among 330,000 | AID 463079;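 active means inhibition above that plate's mean sample inhibition plus 3 SD, cut at about 26% in these data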;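 further: 0% = ATP-challenged DMSO wells and 100% = DMSO wells without ATP; some compounds past the cut are filed as inactive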
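Material: parental CHO cells / Compound: single nominal dose of 5.6 µM per compound / Signal: Fluo-8 fluorescence / Replicates: singlicate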
OXTR potentiator: human OXTR potentiation | CHO-OTR cells, Fluo-8 calcium fluorescence, potentiator mode; 0% = oxytocin EC15, 100% = EC100 | activation, % at 3 µM | hit rate 0.061% among 320,000;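 active means activation above that plate's cutoff, the mean activation of tested compounds plus 3 SD, cut at about 6.6% in these data, passing the limit was not always enough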;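 further: 100% uses oxytocin at 75 nM as the full agonist control; some results filed as inactive read as strong as hits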
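Assay system: CHO-OTR cells, human receptor / Also added: oxytocin at about EC15, sub-maximal agonist stimulus / Dosing: single dose, 3.0 µM nominal final compound concentration / Incubation: 6 min pre-incubation, 100 s read / Technique: Fluo-8 calcium dye fluorescence / Read-out: % activation vs EC15 and EC100 oxytocin / Benchmarks: EC15 oxytocin low, 75 nM oxytocin high / Replicates: singlicate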
M1 antag: human CHRM1 antagonism; P11229; CHO-K1 hM1, Fluo-8 calcium fluorescence, ACh EC80 antagonist; inhibition, % at 3 µM; hit rate 1.3% among 360,000; AID 588852;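 active means percent inhibition above its own plate's cutoff, namely the mean of that plate's compound wells plus 3 SD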;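 further: peak over basal fluorescence ratio during 140 s after agonist addition; 0% = ACh EC80 plus DMSO and 100% = DMSO alone without agonist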
CHO-K1 Ca ag: counter-screen for M1 agonists: effect in parental CHO-K1 cells | Fluo-8 calcium fluorescence; scaled to maximal ATP response, vehicle zero | activation, % at 3 µM | hit rate 0.48% among 360,000; in the data active means activation above about 15%;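 further: untransfected CHO-K1 host cells lacking M1 receptor as counterscreen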
* hit, by the source's call; x = not tested or not shown.

SMILES	CHO-K1 Ca antag	CHRM1 agonist	M4 antag	M4 ag	CHRM1 PAM	CHO parental Ca	OXTR potentiator	M1 antag	CHO-K1 Ca ag
C/C(=N\Nc1ccc(S(=O)(=O)N2CCCCC2)cn1)c1cccc(Br)c1	-25	-3	-23	0	-2	-35	-8	0	-0.2
COc1cc(CN2CCC(C(=O)NCCC(C)C)CC2)ccc1OCc1ccccc1	-4	-7	-12	6	9	-16	-14	-20	2.9
COc1ccc(NC(=O)c2cc(S(=O)(=O)N3CCOCC3)cn2C)cc1Cl	-2	-3	-9	2	7	0	0	-5	1.6
CCc1ccc(-c2csc(NC(=O)C3CC(=O)N(c4ccc5c(c4)OCCO5)C3)n2)cc1 (stereo not given)	-4	-7	-3	5	-7	-10	-1	11	1.1
CC1(c2ccccc2)NC(=O)N(CC(=O)Nc2nnc(C3CC3)s2)C1=O (stereo not given)	-7	-3	16	-1	9	5	-5	-11	0.4
Cc1ccc(S(=O)(=O)N2CCOCC2)cc1C(=O)OCC(=O)NC1CCS(=O)(=O)C1 (stereo not given)	-9	-2	1	1	-1	-10	3	4	-0.2
Cn1c(=O)c2sccc2n2c(CCCC(=O)NCc3ccc4c(c3)OCO4)nnc12	-12	-2	5	0	13	x	x	-17	0.5
CN(c1ccc(OCC(=O)OCC(=O)Nc2ccccc2)cc1)S(=O)(=O)c1ccc(F)cc1	-14	-2	2	16	-15	-3	-14	7	9.9
Cc1nn(-c2ccccc2)c(C)c1C(=O)OCC(=O)Nc1ccc(C(N)=O)cc1	3	-2	-11	3	-3	x	x	4	1.1
Cc1cc(-c2ccc(S(=O)(=O)NCc3ccc(F)cc3)cc2)on1	-6	-1	0	6	-2	-3	-12	2	6.9
O=C(CSc1nc(-c2ccccc2)cs1)NCc1ccco1	-11	-1	-6	1	8	-15	-11	-7	0.7
O=C(Nc1ccccc1)NC1CCN(Cc2nnnn2C2CCCCC2)CC1	-10	-4	6	1	4	-17	-5	-5	0.9
Cc1ccc(S(=O)(=O)Nc2ccc(=O)n(Cc3ccc(Cl)c(Cl)c3)c2)cc1	-11	-1	11	4	0	-9	-23	8	2.0
CCC(C)NC(=O)COC(=O)c1oc2ccccc2c1CSc1ccc(Cl)cc1 (stereo not given)	2	-4	2	0	12	-21	-13	-5	-0.2
COc1ccc(S(=O)(=O)N2CCN(CC(=O)Nc3cccc(OC)c3)CC2)cc1	-8	-1	-3	2	6	7	-8	-11	1.4
O=C(NCCc1ccc2c(c1)OCCO2)c1cc(F)cc(F)c1	22	-2	4	9	-5	1	-10	4	6.7
S=C(Nc1ccccc1)Nc1ccc(Br)cc1	3	4	7	7	-5	3	-6	10	6.9
O=S(=O)(CCNCc1cccs1)c1ccc(Cl)cc1	0	4	-2	0	3	-14	-5	-15	-0.5
O=C(O)c1ccc(CSc2nnc(-c3ccco3)o2)cc1	-15	-4	-10	1	3	-5	-2	-12	0.6
O=C1C=C(c2cccc3c2oc2ccccc23)C[C@@H](c2ccc(F)cc2)C1	5	12	-6	1	13	-38	-4	1	-0.6
CCOC(=O)c1c(NC(=S)Nc2ccc(C)cc2)sc2c1CCC2	-13	0	-15	0	-6	-22	-3	5	0.3
COc1cc(OC)c(CN2CCC(CO)(CCOc3ccccc3)CC2)c(OC)c1	-7	-11	-2	1	14	-20	-6	-7	0.5
COc1ccc(-c2nc(C(N)=O)c3[nH]c(=O)n(-c4cccc(Cl)c4)c3n2)cc1OC	15	-2	-4	1	1	x	x	2	0.6
COC(=O)c1ccc(OCC(O)CN2CCc3cc(OC)c(OC)cc3C2c2ccccc2)cc1 (stereo not given)	2	-10	11	7	-7	-9	-10	6	1.7
CC1OC(OCC2OC(Oc3c(-c4ccc(O)cc4)oc4cc(O)cc(O)c4c3=O)C(O)C(O)C2O)C(O)C(O)C1O (stereo not given)	-7	1	-3	1	0	-3	-3	-7	1.1

(continued)
SMILES	CHO-K1 Ca antag	CHRM1 agonist	M4 antag	M4 ag	CHRM1 PAM	CHO parental Ca	OXTR potentiator	M1 antag	CHO-K1 Ca ag
CCCCCCC[C@H](N)[C@H](O)C(=O)N(C)[C@@H](CCS(C)=O)C(=O)N[C@@H](Cc1ccc(O)cc1)C(=O)N[C@@H](Cc1ccc(O)cc1)C(=O)O (stereo not given in full)	-3	9	1	3	18	-4	0	6	-0.2
CC(C)(C)C1CCc2c(sc(NC(=O)c3cc(C4CC4)on3)c2C#N)C1 (stereo not given)	-3	-1	1	0	2	-12	-1	-12	0.5
O=C(CNC(=O)/C(=C/c1ccccc1)NC(=O)c1ccc(Br)cc1)OCc1ccccc1	-13	-5	-6	3	11	-20	-5	-11	1.6
O=C(CCC(=O)c1cccs1)NCCc1ccc(F)cc1	0	-4	5	0	-2	-11	-5	-4	0.0
CC1(C)CC(=O)C(Sc2ccccc2[N+](=O)[O-])=C(O)C1	-8	-5	-5	0	10	3	-8	-3	0.9
Cc1ccc(NC(=O)c2ccccc2NS(=O)(=O)c2ccc(Cl)s2)cc1	25*	-2	5	11	-1	-5	-12	17	10
Cc1ccc(-c2nn(-c3ccccc3)cc2/C=N/NC(=O)c2ccncc2)o1	-4	-7	2	5	-2	-17	0	-6	2.7
Cc1ccc(NC(=S)NNC(=S)Nc2ccc(C)cc2C)cc1	-21	-7	-1	-2	0	-13	-11	-2	-0.8
COc1ccc(C)cc1NC(=O)CSc1nc2ccccc2nc1N1CC(C)OC(C)C1 (stereo not given)	-3	-7	-2	9	-6	-17	-5	9	-0.2
C=CCn1c(SCc2ccc(C#N)cc2)nnc1-c1cccc(Cl)c1	-9	-6	-20	7	-8	-11	-15	-30	3.1
O=C(NC1CC1)c1cc2ccccc2o1	-8	-2	16	1	1	-12	-3	4	1.1
CCCC1Cc2c(sc3ncnc(N)c23)CO1 (stereo not given)	-3	-2	-3	2	0	-2	-9	-19	0.2
Cc1cccc[n+]1CC(=O)Nc1ccc([N+](=O)[O-])cc1Cl	10	-5	15	0	-12	-12	-11	36*	-0.3
Cc1ccc(-c2nnc(SCC(=O)N(CC(C)C)c3c(N)n(Cc4ccccc4)c(=O)[nH]c3=O)n2N)cc1	0	0	2	1	13	7	-7	-17	0.9
NC(=O)C[n+]1cccc2ccccc21	9	-1	1	0	9	4	-3	-13	0.2
CC(/C=C1\SC(=S)N(CC(=O)N2CCN(c3ccccc3)CC2)C1=O)=C\c1ccccc1	-4	-2	0	1	12	-5	-3	-15	0.1
Cc1nc(-c2ccc(NC(=O)C(C)(C)C)cc2)c(-c2ccccc2)o1	-7	-6	-7	7	-7	-26	0	3	3.2
COc1ccc(N2C(=O)CC(Nc3cccc([N+](=O)[O-])c3)C2=O)cc1 (stereo not given)	9	-1	-2	4	2	-11	-11	1	1.0
COc1ccc(OC)c(-n2c(SC)nnc2-c2c[nH]c3ccccc23)c1	-7	-1	-14	11	-3	-18	-4	-4	3.5
CCCSc1cc(N2CCCC2)nc(-c2ccccc2)n1	2	6	-1	0	3	2	2	2	-0.4
CCOC(=O)C1(C)CCN1C(=O)c1ccc(Cl)cc1Cl (stereo not given)	-4	-3	-5	2	0	x	x	-3	0.7
O=C(CNS(=O)(=O)c1ccc2ccccc2c1)OCc1nnc(-c2ccccc2)o1	-4	-5	-1	5	-3	11	-15	-6	1.1
CCOC(=O)Cc1csc(NC(=O)CSc2nnc(C)n2C)n1	-12	-2	-8	1	8	9	1	-29	0.4
Cc1ccccc1N1C(=O)CN(Cc2sccc2C)C1=S	3	-4	2	0	3	-18	-7	-4	0.2
O=C(NC1CCN(C(=O)N2c3ccccc3Sc3ccccc32)CC1)c1ccco1	16	-2	-6	4	-6	18	-23	12	-0.1

Overlap with the part before: 3 entries, then new ones.
SMILES	CHO-K1 Ca antag	CHRM1 agonist	M4 antag	M4 ag	CHRM1 PAM	CHO parental Ca	OXTR potentiator	M1 antag	CHO-K1 Ca ag
CCOC(=O)Cc1csc(NC(=O)CSc2nnc(C)n2C)n1	-12	-2	-8	1	8	9	1	-29	0.4
Cc1ccccc1N1C(=O)CN(Cc2sccc2C)C1=S	3	-4	2	0	3	-18	-7	-4	0.2
O=C(NC1CCN(C(=O)N2c3ccccc3Sc3ccccc32)CC1)c1ccco1	16	-2	-6	4	-6	18	-23	12	-0.1
CC(C)[C@H](NC(=O)c1ccccc1)C(=O)OCC(=O)Nc1ccc(Cl)cc1C(F)(F)F	-6	-3	-2	1	6	-21	-4	-6	2.1
Cc1c(NC(=O)Oc2ccccc2)sc(=S)n1C	-22	-3	7	1	4	6	-5	-9	0.8
O=C(Oc1ccc[nH]c1=O)c1ccccc1	8	-2	-2	1	-4	x	x	5	0.0
N#Cc1ccccc1NC(=O)COC(=O)c1ccc(F)cc1F	-4	-2	15	0	11	0	-11	-12	0.3
O=C(/C=C/c1ccc(Cl)cc1)NC1CC2CCC1C2 (stereo not given)	2	-6	-10	2	1	-33	-5	2	1.0
Nc1ncnc2c1ncn2[C@@H]1O[C@H](C(=O)NCC2CCN(Cc3ccccc3)CC2)[C@@H](O)[C@H]1O	-10	-5	-1	0	-8	x	x	0	0.3
CCc1ccccc1NC(=O)C1=CN2CCS(=O)(=O)N=C2C=C1	9	-1	0	-1	-1	x	x	-2	0.1
Cc1ccc(C)c(NC(=O)C2CC(=O)N(C(C)C)C2)c1 (stereo not given)	-5	-3	4	0	4	-4	-15	-1	0.2
Cn1c(O)c(N=Nc2ccccc2)c2ccccc21	-1	-3	5	-1	10	-15	-4	-12	0.3
CCCCn1c(N)c(N(Cc2ccccc2OC)C(=O)c2sccc2C)c(=O)[nH]c1=O	12	1	-9	-1	20	9	-5	-4	-0.4
COc1ccc(C2=CCCC2)c(OC)c1	-17	-4	-6	0	9	x	x	-13	0.8
CCc1sc(C(=O)Nc2ccsc2C(=O)OC)cc1Br	1	7	1	1	9	-16	-5	-3	-0.3
CC(=O)C1=C(c2ccccc2)N(C(C)=O)n2c(C)nnc2S1	-3	-7	-7	0	5	-8	-10	-6	0.1
CC(=O)Nc1ccc(S(=O)(=O)Nc2cc([N+](=O)[O-])ccc2C)cc1	2	-3	6	2	-3	-3	-5	2	2.5
Cc1c(C(=O)N2CCCC2)sc(NC(=O)c2ccc(Cl)cc2)c1C#N	24*	-1	8	0	8	-19	-5	-3	0.2
COc1ccc(Cl)cc1S(=O)(=O)Nc1ccc(Cl)cn1	-4	5	-13	0	15	-5	2	-13	0.5
CCN(CC)C(=O)[C@H]1C[C@H](CC(=O)NCCCN(C)C)C(=O)N2CCc3c([nH]c4cc(-c5ccco5)ccc34)[C@]12C	0	-10	0	1	1	-12	x	0	0.0
Cc1cc(C)n(-c2nc3c(c(=O)[nH]c(=O)n3C)n2CC(C)C)n1	-15	-3	-2	0	9	6	-4	-13	0.4
Cc1ccc(NS(=O)(=O)c2cccc(C(=O)Nc3cccnc3)c2)c(C)c1	-5	5	-1	9	-6	-16	-8	-6	3.7
COC(=O)CCC(=O)N1CCC(Oc2cccc(C(=O)NCc3ccccn3)c2)CC1	-10	-1	-11	6	15	x	x	-20	1.4
